BRCT PPI green: BRCA1 BRCT-phosphoprotein interaction inhibition; AID 875; P38398; BRCA1 BRCT-phosphopeptide binding, green fluorescence polarization; 0.05% of 75,000 active; Potency, µM (titrated, usually from 76.9 µM), inactives show at the highest dose activity change, negative = inhibition, actives largely listed as inhibitors;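 also: potency is read from the fitted curve at half-maximal effect; plate controls were peptide without protein for full effect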
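Fluorescence polarization: His-tagged BRCT (~35 kDa BRCA1 C-terminus, 250 nM) bound to 100 nM fluorescein-labeled phosphorylated 10-aa BACH1 peptide, pH 7.3 phosphate buffer with DTT and Tween 20. Compounds incubated 12 min at room temperature; inhibition read as lowered polarization.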
HEK293 cAMP cs: counter-screen for TSHR agonists: cAMP increase in parental HEK293. parental HEK293 CNG cAMP sensor, membrane potential fluorescence. Potency, µM (highest dose often 57.1 µM), for inactives: at the top dose activation, hits mostly activators. 2.5% of 73,000 active; also: potency is read from the fitted curve at half-maximal effect; % of control where 0% means no effect; nearly all actives have a fitted effect of over 55% in size
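Counterscreen for endogenous-receptor signalling: CNG-channel HEK 293 cells report cAMP rise by membrane depolarization. After 60 min dye equilibration with 100 uM RO 20-1724, compounds incubated 30 min before bottom-read fluorescence at 590 nm.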
15-hLO inh: inhibitors of human 15-lipoxygenase (ALOX15); 1.4% of 74,000 active; AID 887; Potency, µM (top dose mostly 57.1 µM), for the others: at the highest dose activity change, negative = inhibition, most hits filed as inhibitors; purified 15hLO-1, xylenol orange hydroperoxide absorbance; also: potency is read from the fitted curve at half-maximal effect; % is scaled to controls: 0 for no effect and ±100 for the full control effect; nearly all actives have a fitted effect of over 55% in size
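Compounds were preincubated 15 min at room temperature with 40 nM purified human enzyme (25 mM Hepes pH 7.5, 0.01% Triton X-100); 50 uM arachidonic acid reacted 6 min. Fe-xylenol orange detection, 30 min, absorbance ratio 573/405 nm.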
BRCT PPI red: inhibitors of human BRCA1 BRCT-phosphoprotein interaction (red fluorophore) | P38398 | BRCT-phosphopeptide binding, red fluorescence polarization | Potency, µM (doses to about 76.9 µM), for inactives: at the top dose activity change, negative = inhibition, most hits filed as inhibitors | 0.03% of 75,000 active | AID 892; also: % is scaled to controls: 0 for no effect and ±100 for the full control effect
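Rhodamine-labelled pBACH1 10-mer (100 nM) bound to BRCT domain (100 nM) at pH 7.3; compounds incubated 12 min room temperature, polarization read. Free peptide defines full inhibition; unlabelled decapeptide titrated as control.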
DNA Pol III inh: DNA polymerase III holoenzyme inhibition. reconstituted DNA polymerase III holoenzyme replication, biochemical. Potency, µM (top dose mostly 57.1 µM), inactives show at the top dose activity change, negative = inhibition. 0.25% of 71,000 active; also: potency is read from the fitted curve at half-maximal effect; % is scaled to controls: 0 for no effect and ±100 for the full control effect
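Reconstituted *E. coli* holoenzyme (0.35 nM Pol III, 1 nM beta, 154 nM SSB, 2 nM primase) was preincubated with compound for 15 min at RT. Synthesis on 1.4 nM ssM13Gori ran 35 min, then was stopped with PicoGreen/EDTA and read as dsDNA fluorescence.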
Casp7 inh: blocks human caspase-7 allosterically or competitively; P55210; Potency, µM (doses to about 57.5 µM), without a hit: at the top dose activity change, negative = inhibition, hits mostly inhibitors; 0.02% of 75,000 active; recombinant caspase-7, Ac-DEVD-AFC fluorescence rate; active = well fitted inhibition curve with a large enough effect in the main read-out, with a control signal flat, not every such curve was filed as active; inconclusive = small, poorly fitted or top-dose-only effect, or a change in a side signal; also: potency is read from the fitted curve at half-maximal effect; % of control where 0% means no effect
Target sequence (P55210 24-198 limits assumed): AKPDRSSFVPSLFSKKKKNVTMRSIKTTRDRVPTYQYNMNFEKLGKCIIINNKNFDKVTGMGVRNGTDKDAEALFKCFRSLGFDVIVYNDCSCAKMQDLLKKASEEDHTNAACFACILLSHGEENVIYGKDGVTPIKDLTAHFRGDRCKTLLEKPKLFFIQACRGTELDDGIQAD
Target sequence (P55210 207-303 limits assumed): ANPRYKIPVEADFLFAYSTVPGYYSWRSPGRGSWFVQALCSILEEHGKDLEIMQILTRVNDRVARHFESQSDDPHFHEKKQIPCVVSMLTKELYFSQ
Tau fil binding: binds recombinant human tau filaments | recombinant tau filaments, thioflavin S fluorescence, 15 h; filaments grown with octadecylsulfate alongside compound | Potency, µM (top dose mostly 57.1 µM), for inactives: top-dose activity change, negative = inhibition | 2% of 71,000 active;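 also: potency is read from the fitted curve at half-maximal effect; % is scaled to controls: 0 for no effect and ±100 for the full control effect; actives lower thioflavin S fluorescence by blocking filaments or displacing dye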
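His-tagged recombinant human tau (exons 2, 3, 10; 1 uM final) fibrillized with 30 uM sodium octadecylsulfate, 15 h at 37 C, in pH 7.4 HEPES buffer with 10 uM thioflavine S and 5 mM DTT. Reduced ThS fluorescence (450/510 nm) marks activity.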
USP2a inhib: inhibitors of human ubiquitin-specific protease USP2a; O75604; USP2a enzymatic assay, qHTS inhibition; Potency, µM (doses to about 38.3 µM), without a hit: top-dose activity change, negative = inhibition, actives largely listed as inhibitors; 0.1% of 60,000 active;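 also: potency is read from the fitted curve at half-maximal effect; nearly all actives have a fitted effect of over 60% in size; plate controls were DMSO for no effect and NEM full inhibition control for full effect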
Target sequence (O75604 whole entry, looked up): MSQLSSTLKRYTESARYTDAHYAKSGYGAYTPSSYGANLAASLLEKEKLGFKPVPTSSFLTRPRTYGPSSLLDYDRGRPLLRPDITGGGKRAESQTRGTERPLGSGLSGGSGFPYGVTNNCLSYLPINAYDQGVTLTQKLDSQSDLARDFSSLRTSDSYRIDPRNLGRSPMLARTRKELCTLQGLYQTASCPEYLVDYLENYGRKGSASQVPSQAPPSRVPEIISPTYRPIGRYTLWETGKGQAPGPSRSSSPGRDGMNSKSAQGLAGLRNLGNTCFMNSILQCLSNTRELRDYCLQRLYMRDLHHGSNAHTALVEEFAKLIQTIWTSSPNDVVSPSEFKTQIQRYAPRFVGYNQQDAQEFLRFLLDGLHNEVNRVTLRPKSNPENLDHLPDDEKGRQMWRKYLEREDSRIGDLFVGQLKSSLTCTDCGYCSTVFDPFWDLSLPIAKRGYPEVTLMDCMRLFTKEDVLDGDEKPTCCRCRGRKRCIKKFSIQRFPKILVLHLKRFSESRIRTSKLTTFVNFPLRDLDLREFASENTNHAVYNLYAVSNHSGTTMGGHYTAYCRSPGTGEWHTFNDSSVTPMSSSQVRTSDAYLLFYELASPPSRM
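USP2 core (20 nM final) was preincubated with compound for 30 min at RT in 20 mM Tris-HCl pH 8.0, 2 mM CaCl2, 2 mM beta-mercaptoethanol; Ub-PLA2 (20 nM) plus NBD C6-HPC (20 uM) then added, fluorescence read after 2.5 h.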
Casp1 inh: caspase-1 (human) inhibition, allosteric or competitive; AID 900; 0.03% of 75,000 active; Caspase-1 enzyme, Ac-WEHD-AFC fluorogenic rate; P29466; Potency, µM (titrated, usually from 57.5 µM), without a hit: at the top dose activity change, negative = inhibition, hits mostly inhibitors;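 also: potency is read from the fitted curve at half-maximal effect; plate controls were vehicle for no effect and no substrate for full effect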
HADH2 inhib: inhibitors of human HADH2 dehydrogenase; recombinant HADH2, NADH fluorescence, beta-hydroxybutyryl-CoA; Potency, µM (titrated, usually from 57.1 µM), inactives show at the top dose activity change, negative = inhibition, hits mostly inhibitors; 3.4% of 73,000 active; also: potency is read from the fitted curve at half-maximal effect; % is scaled to controls: 0 for no effect and ±100 for the full control effect; nearly all actives have a fitted effect of over 60% in size; many of its hits are not listed in these tables
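Buffer 100 mM Tris-HCl pH 9.0/0.01% Tween-20; HADH2 20 nM; NAD+ 1 mM; beta-hydroxybutyryl-CoA 90 uM (all final). 15 min cpd preincubation, RT.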
Rhodamine autofl: compound autofluorescence in rhodamine spectral region. max dye-equivalent concentration, M. Rhodamine-region fluorescence, 547/598 nm, Tris buffer; hits give high values. AID 594. 0.05% of 59,000 active; in the data active = max dye-equivalent concentration above about 11 nM; inconclusive = between about 1.1 nM and that limit
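Intrinsic compound fluorescence, ex 547 / em 598 nm, CCD imager. Tris 100 mM pH 8.0; 15 min RT. Output = rhodamine dye-equivalent concentration at each compound concentration.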
The depositor's hits bear a star; i = inactive; ? = inconclusive; nt = no result given; [ ] = dose if it differs, or a comment. Unless noted, calls follow the shape of the dose curve; as a rule, active = well fitted curve in the direction sought with a large enough effect; inconclusive = small, poorly fitted or top-dose-only effect, or another doubt; inactive = no such curve, though single readings can be large; an effect the other way counts as inactive or inconclusive. This is a subset. The share of hits here may be higher or lower than overall.

item	smiles	BRCT PPI green	HEK293 cAMP cs	15-hLO inh	BRCT PPI red	DNA Pol III inh	Casp7 inh	Tau fil binding	USP2a inhib	Casp1 inh	HADH2 inhib	Rhodamine autofl
1	O=C(c1ccc2c(c1)OCO2)N1CCCN(C(=O)c2ccc3c(c2)OCO3)CC1	-0.1%	6.3%[11.4 µM]	5.9%[11.4 µM]	-0.7%	0.2%[11.4 µM]	1.7%	7.5%[11.4 µM]	0.0%[7.66 µM]	-0.9%	?	nt
2	Brc1cccc(/C=N\n2cnnc2)c1	-3.6%	3.1%	9.7%	1.3%	-3.1%	0.4%	-6.3%	-6.1%	-2.0%	2.9%	i
3	COC(=O)Sc1nnc(-c2ccc(Br)cc2)o1	-1.5%	11.4%	-21.1%	0.8%	-5.0%	0.6%	-0.6%	-2.9%	2.4%	7.94µM*	i
4	CCCN(CCO)Cc1cccc(Oc2ccccc2)c1	-1.3%	?	7.9%[11.4 µM]	0.0%	0.9%[11.4 µM]	1.6%	-22.6%[11.4 µM]	3.4%[7.66 µM]	-0.6%	?	nt
5	O=C(Nc1cccc2ccccc12)OC1C=CS(=O)(=O)C1 (stereo not drawn)	2.2%	31.6µM*	62.5%[activator]	-0.8%	-1.9%	-2.4%	344.8%	15.4%	-1.8%	-8.3%	i
6	COc1ccc(Cl)cc1Nc1nc(NCCO)nc(N2CCCC2)n1	-4.0%	3.7%	8.9%	-0.2%	-1.6%	1.7%	32.3%	nt	0.6%	25.8%	i
7	CCOC(=O)c1c(C)c(C(=O)NCCCOC(C)C)c(C)n1C	-1.7%	16.3%	2.9%	0.7%	0.1%	-0.8%	-2.4%	8.0%	-1.2%	15.2%	i
8	COC(=O)C1=C(C)NC(=O)NC1C1CC=CCC1 (stereo not drawn)	0.1%	4.5%	0.2%	-0.2%	-1.4%	-0.7%	2.3%	-2.0%	-2.9%	-3.8%	nt
9	Nc1c(C(=O)c2cccs2)oc2ccccc12	-3.9%	1.3%	-30.0%	1.6%	-5.4%	-5.4%	?	-6.3%	-5.6%	-6.7%	i
10	Cc1cc(C)n2c(SCC(=O)N(C)C3CCS(=O)(=O)C3)nnc2n1 (stereo not drawn)	-1.4%	29.7%	-0.1%	-0.7%	-17.4%	-1.5%	0.8%	3.5%	0.8%	-1.0%	i
11	CCCC(c1c(C)n(C)n(-c2ccccc2)c1=O)c1c(C)n(C)n(-c2ccccc2)c1=O	0.0%	0.0%	1.6%	-0.8%	1.1%	-0.8%	5.0%	7.6%	-1.2%	4.0%	nt
12	CC(C)N(Cc1cc2ccccc2[nH]c1=O)C(=O)c1cccnc1	2.0%	-0.9%	14.7%	-1.3%	-14.3%	-2.3%	-7.4%	-3.4%	-1.9%	-9.6%	i
13	C[N+](C)(C)CCC(=O)c1cccc2ccccc12	-2.7%	?	?	-1.5%	-7.3%	-2.4%	11.2%	-5.7%	1.2%	0.794µM*	i
14	CC(C)(C)c1cc(C(=O)NCc2cccnc2)ccn1	-0.5%	-1.7%	6.1%	0.2%	-8.3%	1.4%	-1.0%	-3.7%	4.2%	8.3%	i
15	CN(c1ccccc1C(=O)Nc1ccc2c(c1)OCO2)S(C)(=O)=O	0.0%	-1.3%	?	-0.5%	-7.1%	-12.0%	?	17.9%	-1.2%	-17.2%	i
16	Cc1ccc(O)c(CNc2ccccn2)c1	-0.4%	-1.5%	4.9%	0.4%	0.2%	2.1%	8.1%	2.3%	0.5%	-1.2%	i
17	Oc1ccccc1Nc1nc(NCC2CCCO2)c2ccccc2n1 (stereo not drawn)	0.1%	-28.4%	?	-0.7%	-13.8%	0.9%	77.5%	212.5%[activator]	-2.0%	5.1%	i
18	O=S(=O)(NC1CCCC1)c1ccccc1Cl	-3.7%	0.9%	-5.9%	-0.5%	-2.3%	-1.0%	7.2%	1.6%	2.7%	-4.5%	i
19	O=C(NCCCn1ccnc1)c1cn(-c2ccccc2)nc1-c1ccccc1	-1.3%	22.3%	18.1%	0.4%	2.1%	0.4%	-5.0%	19.9%	-1.4%	?	i
20	CCCc1c(O)nc(SC2CC(=O)N(c3cc(OC)ccc3OC)C2=O)[nH]c1=O (stereo not drawn)	1.1%	?	4.3%	1.0%	-6.4%	-0.2%	-8.9%	-8.8%	-1.6%	-18.1%	i
21	COc1cc(C(=O)Nc2cccc(-c3nc4cc(C)ccc4o3)c2)cc(OC)c1OC	0.7%	-0.3%	-0.5%	-0.3%	nt	-0.1%	nt	nt	-2.0%	5.9%	nt
22	Cc1ccccc1Nc1nc(N)nc(CN2CCN(c3ccccn3)CC2)n1	-0.3%	?	12.0%	0.5%	4.8%	-0.8%	34.0%	10.3%	-3.1%	-0.5%	i
23	Oc1ccccc1C(Sc1nc2ccccc2s1)Sc1nc2ccccc2s1	-0.8%[15.4 µM]	-1.7%[11.4 µM]	?	0.1%[15.4 µM]	-10.8%[11.4 µM]	0.4%[11.5 µM]	5.8%[11.4 µM]	nt	-1.6%[11.5 µM]	2.51µM*	i
24	Cc1ccc(S(=O)(=O)N[C@H](CO)C(=O)O)cc1	-1.8%[15.4 µM]	2.0%[11.4 µM]	6.1%[11.4 µM]	0.6%[15.4 µM]	-2.7%[11.4 µM]	1.4%[11.5 µM]	2.5%[11.4 µM]	nt	-1.5%[11.5 µM]	-5.2%[11.4 µM]	i
25	CCCCn1c(NC(=O)c2ccccc2)nc2ccccc21	-0.6%	31.6µM*	12.0%	0.9%	-1.9%	-1.3%	14.2%	?	-2.5%	-27.6%	nt
26	COc1cc(C(=O)OCC(=O)NCc2ccco2)cc(OC)c1OC	0.3%	-3.7%	-5.6%	-0.7%	-0.8%	-1.9%	-2.7%	10.1%	0.9%	-7.2%	i
27	O=S(=O)(c1cnc[nH]1)N1CCCCCC1	-1.7%	3.9%	-1.4%	0.5%	2.3%	-1.3%	-7.5%	3.5%	-2.0%	-3.3%	i
28	Cc1cc(C)cc(CC2CC(=O)N(c3nc(C)cc(C)n3)C2=O)c1 (stereo not drawn)	0.7%	3.0%	4.8%	-0.8%	-5.5%	-0.5%	-5.0%	29.5%	-1.7%	12.4%	i
29	COCCOCC(O)CN1CCN(c2ccc(C)cc2)CC1 (stereo not drawn)	-0.6%	-2.4%	-1.8%	-1.1%	-2.1%	-0.6%	5.5%	4.3%	2.5%	6.1%	i
30	COc1ccc(NC(=O)NCCN2C(=O)C3C4C=CC(C4)C3C2=O)cc1 (stereo not drawn)	0.3%	8.2%	0.9%	-0.6%	1.5%	0.5%	4.6%	nt	3.0%	2.2%	nt
31	O=C(OC1CCc2ccccc2C1=O)c1ccccc1O (stereo not drawn)	-1.3%	?	-12.5%	0.9%	-5.0%	-5.0%	?	-8.2%	0.0%	-11.7%	i
32	Cc1nnc(NC(=O)c2ccc(S(=O)(=O)N(C)Cc3ccccc3)cc2)o1	1.5%	-1.9%	43.6%[activator]	-2.6%	-3.3%	0.3%	26.4%	24.8%	0.0%	-8.6%	i

Sorted by value in Casp7 inh (low to high): some entries from above
| No. | SMILES | BRCT PPI green | 15-hLO inh | BRCT PPI red | DNA Pol III inh | Casp7 inh | Tau fil binding | USP2a inhib | Casp1 inh | HADH2 inhib | Rhodamine autofl |
| --- | --- | --- | --- | --- | --- | --- | --- | --- | --- | --- | --- |
| 27 | O=S(=O)(c1cnc[nH]1)N1CCCCCC1 | -1.7% | -1.4% | 0.5% | 2.3% | -1.3% | -7.5% | 3.5% | -2.0% | -3.3% | i |
| 22 | Cc1ccccc1Nc1nc(N)nc(CN2CCN(c3ccccn3)CC2)n1 | -0.3% | 12.0% | 0.5% | 4.8% | -0.8% | 34.0% | 10.3% | -3.1% | -0.5% | i |
| 21 | COc1cc(C(=O)Nc2cccc(-c3nc4cc(C)ccc4o3)c2)cc(OC)c1OC | 0.7% | -0.5% | -0.3% | nt | -0.1% | nt | nt | -2.0% | 5.9% | nt |
